UPR XBP1 act – adaptive UPR (XBP1) activation. actives 0.33% (n = 330,000). CHO-XBP1 luciferase reporter, IRE1-XBP1 UPR activation, luminescence; percent of tunicamycin response, DMSO as zero. AID 463104. activation, % at 20 µM;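 active means versus positive control, 20 µM dose yields 30% or more activation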;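 further: 100% = tunicamycin at 10 µg/mL and 0% = DMSO only wells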
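Material: CHO cell line with stable XBP1 luciferase reporter; buffer or medium: F12 medium containing 10% fetal bovine serum; compound: single point, 20 µM final compound, 1% DMSO; incubation: 6 h treatment, 37 °C; measured by: glow luminescence from Steady-Glo reagent; evaluation: activation, % of tunicamycin; control set: tunicamycin high, DMSO low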
EBI2 antag – blocks human EBI2 receptor beta-arrestin signaling. EBI2 beta-arrestin recruitment, luminescence, 7a,25-OHC stimulated. inhibition, % at 5 µM. actives 0.81% (n = 360,000); in the data active means inhibition above about 38%;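 further: enzyme fragment complementation signal reports receptor beta-arrestin coupling in cells; 0% = agonist plus DMSO wells and 100% = wells without agonist; some results beyond the cut were filed as inactive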
Target sequence (P32249 whole entry, looked up, the tested form may be a part): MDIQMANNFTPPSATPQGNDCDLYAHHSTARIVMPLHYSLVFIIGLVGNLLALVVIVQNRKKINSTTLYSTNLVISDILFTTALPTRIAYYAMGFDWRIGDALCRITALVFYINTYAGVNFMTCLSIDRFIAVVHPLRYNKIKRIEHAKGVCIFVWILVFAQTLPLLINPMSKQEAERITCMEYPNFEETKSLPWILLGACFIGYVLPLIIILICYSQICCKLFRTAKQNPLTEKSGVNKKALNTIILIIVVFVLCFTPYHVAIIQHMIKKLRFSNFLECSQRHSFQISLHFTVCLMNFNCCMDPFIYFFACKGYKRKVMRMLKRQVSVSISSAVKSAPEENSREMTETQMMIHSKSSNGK
APJ agonist – APJ receptor agonism; actives 0.11% (n = 330,000); P35414; AID 2520; CHO-K1 APJ PathHunter beta-arrestin, luminescence; 0% DMSO wells, 100% apelin; activation, % at 20 µM;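 active means activation more than six SD over the plate average, tested at 20 µM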;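 further: 0% = DMSO alone and 100% = apelin-13 at 10 nM; some results filed as inactive read as strong as hits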
Target sequence (P35414 whole entry, looked up): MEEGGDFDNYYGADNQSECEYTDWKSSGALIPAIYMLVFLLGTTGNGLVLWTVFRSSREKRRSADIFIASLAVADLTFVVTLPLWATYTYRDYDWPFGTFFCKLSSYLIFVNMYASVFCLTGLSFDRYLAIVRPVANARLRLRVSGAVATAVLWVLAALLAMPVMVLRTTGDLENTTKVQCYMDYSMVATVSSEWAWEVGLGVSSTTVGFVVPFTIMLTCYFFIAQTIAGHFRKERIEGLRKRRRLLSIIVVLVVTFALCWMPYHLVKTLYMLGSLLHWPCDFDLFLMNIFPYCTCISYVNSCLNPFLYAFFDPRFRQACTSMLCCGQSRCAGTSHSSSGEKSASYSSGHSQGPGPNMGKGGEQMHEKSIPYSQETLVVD
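assay system = CHO-K1 APJ beta-arrestin complementation cell line | input = cell density 1000 per well | dosing = compound 20 µM once, DMSO 1% | timing = compound 90 min 25 °C, reagent 1 h | measured by = luminescence from split beta-galactosidase complementation, Galacton Star/Emerald II substrate | read-out basis = APJ agonist activity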
Mdm2-MdmX inh – inhibitors of human Mdm2/MdmX interaction. actives 3% (n = 330,000). inhibition, % at 8 µM. O15151+Q00987. AID 485346. SaOS-2 split-luciferase Mdm2/MdmX complementation, luminescence;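 active means inhibition of at least 50% at 8 µM in the primary screen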
APJ antagonist – blocks the human apelin receptor APJ; P35414; CHO-K1 APJ beta-arrestin complementation, luminescence; inhibition, % at 20 µM; actives 0.32% (n = 330,000);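 active means inhibition above about 40% at 20 µM, limit read from the data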;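 further: cells challenged with 10 nM apelin-13 agonist together with compound; plate controls were apelin-13 plus DMSO wells for no effect and DMSO wells lacking apelin-13 for full effect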
CCR6 antag – CCR6 (human) receptor antagonism. P51684. CHO-K1 CCR6 PathHunter beta-arrestin, luminescence, CCL20-stimulated. inhibition, % at 20 µM. actives 0.49% (n = 340,000). AID 493098;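 active means compounds whose inhibition of the agonist-driven luminescence signal at 20 µM reaches about 50%, limit read from the data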;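 further: cells stimulated with CCL20 at 14 nM final; plate controls were DMSO with CCL20 for no effect and DMSO without agonist for full effect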
CHOP UPR activ – apoptotic UPR (CHOP) activation. CHO-CHOP luciferase reporter, luminescence; percent of tunicamycin response over DMSO baseline. activation, % at 10 µM. actives 0.34% (n = 330,000). AID 449763;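 active means at 10 µM dose, activation of 40% or more, normalized to positive control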;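 further: 100% = tunicamycin at 10 µg/mL and 0% = DMSO alone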
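Assay system: CHO-CHOP cells, stable luciferase reporter of PERK-eIF2a-CHOP signalling / Buffer or medium: F12 plus 10% serum / Compound dosing: one dose, 10 µM in 0.5% DMSO / Times: 6 h compound treatment, 37 °C / Technique: luciferase luminescence / Read-out: % reporter activation, DMSO baseline versus tunicamycin full activation / Benchmarks: tunicamycin and DMSO controls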
CXCR6 inh – inhibitors of human CXCR6 receptor | O00574 | CHO-K1 PathHunter CXCR6 beta-arrestin, luminescence | inhibition, % at 20 µM | actives 0.36% (n = 360,000); in the data active means inhibition above about 34%, passing the limit was not always enough;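 further: antagonist mode with CXCL16 agonist at 10 nM final; 0% = 10 nM CXCL16 with DMSO and 100% = unstimulated wells without agonist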
tim23-1 inh – inhibits growth of tim23-1 mutant yeast; S. cerevisiae tim23-1 growth, BacTiter-Glo luminescence, 24 h; inhibition, % at 20 µM; actives 1.3% (n = 330,000); AID 463212;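 active means growth inhibition of the mutant yeast at or above 50%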;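 further: temperature-sensitive mutant grown at 25 °C; plate controls were DMSO-treated mutant yeast for no effect and medium wells lacking yeast for full effect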
Active calls of the source: *; . = not tested or not shown.

Codes: A = UPR XBP1 act; B = EBI2 antag; C = APJ agonist; D = Mdm2-MdmX inh; E = APJ antagonist; F = CCR6 antag; G = CHOP UPR activ; H = CXCR6 inh; I = tim23-1 inh
(1) O=C(Nc1ccc(Cl)cc1C(=O)O)c1ccc2c(c1)C(=O)N(Cc1ccco1)C2=O
  A: 0	B: 0	C: -1	D: 8	E: 5	F: 13	G: -1.3	H: 6	I: 13

(2) CCN(CC)CCCn1c2c(c(SCC(=O)Nc3cccc(C)c3C)nc1=O)CCC2
  A: 2	B: -12	C: 1	D: 21	E: -18	F: 3	G: 0.3	H: 4	I: 2

(3) COc1ccccc1NC(=O)c1ccccc1NS(=O)(=O)c1cccs1
  A: -1	B: 2	C: 0	D: 28	E: 2	F: 7	G: 0.7	H: 1	I: 17

(4) O=C(NNS(=O)(=O)c1ccc2ccccc2c1)c1cc(-c2ccccn2)nc2ccccc12
  A: -1	B: -6	C: -2	D: 7	E: 24	F: 15	G: -0.2	H: 4	I: -5

(5) O=[N+]([O-])c1ccc(Cl)c(CN2CCCCCC2)c1
  A: -5	B: -4	C: 0	D: -16	E: 3	F: 20	G: -0.8	H: -9	I: -5

(6) COC(=O)N1CCN(c2ccc(C)cc2)C(C)C1 (stereo not given)
  A: -1	B: 0	C: -2	D: 9	E: 6	F: -3	G: -2.5	H: 3	I: 1

(7) CCOC(=O)C1(Cc2ccc(Cl)cc2)CCN(Cc2cn(CC)nc2C)CC1
  A: 0	B: -3	C: 1	D: 22	E: 3	F: 12	G: 0.9	H: 6	I: -4

(8) COc1ccc(S(=O)(=O)Nc2ccccc2-c2nnn(CC(=O)Nc3ccccc3OC)n2)cc1
  A: 0	B: -12	C: 0	D: 5	E: -21	F: 2	G: 2.9	H: -5	I: 15

(9) CCN(c1ccccc1)S(=O)(=O)c1ccc(Cl)c(NC(=O)CSc2n[nH]c(N)n2)c1
  A: -1	B: -2	C: -4	D: -15	E: 18	F: 10	G: -1.6	H: 2	I: 1

(10) O=C(CNC1CC1)Nc1cc(C(F)(F)F)ccc1Cl
  A: 0	B: -3	C: 0	D: 0	E: 0	F: 11	G: 0.3	H: 7	I: 11

(11) CCOC(=O)c1ccc(S(=O)(=O)N2CCN(C(=O)c3nn(C)c(=O)c4ccccc34)CC2)cc1
  A: 0	B: -9	C: 2	D: 2	E: -1	F: 1	G: -0.6	H: -6	I: 18

(12) COC(=O)Nc1nnc(Cc2ccc(Cl)cc2)s1
  A: 1	B: 0	C: 0	D: 0	E: -7	F: -22	G: -1.2	H: -7	I: 23

(13) COCCn1c(SCC(=O)NC(=O)NC2CCCC2)nc2ccccc2c1=O
  A: -3	B: 19	C: -3	D: 14	E: 2	F: 8	G: 0.2	H: -9	I: 13

(14) Cc1cc2nc(SCC(=O)O)nc(C)c2cc1C
  A: 1	B: -7	C: -1	D: 30	E: -7	F: 17	G: 1.0	H: -2	I: 5

(15) CSc1nsc(SCC(=O)Nc2cccc(C(C)=O)c2)n1
  A: 0	B: -6	C: -4	D: -4	E: 12	F: 2	G: -1.6	H: 4	I: 6

(16) Cn1c(N)c(S(=O)(=O)N2CCCC2)c(=O)n(C)c1=O
  A: 0	B: -1	C: -5	D: 40	E: 1	F: 4	G: 4.0	H: 12	I: 11

(17) C/C(=N\NC(=O)COc1ccccc1)c1ccc(O)cc1
  A: 4	B: -4	C: -2	D: 3	E: 14	F: 10	G: 2.8	H: -4	I: 8

(18) CCOC(=O)C1=C(COC(=O)/C=C/c2ccc([N+](=O)[O-])cc2)NC(=O)NC1C (stereo not given)
  A: -2	B: 0	C: 2	D: 22	E: -63	F: -10	G: 3.9	H: 0	I: 7

(19) CN=C1c2cc3c(Br)c(OC)ccc3n2CCN1C
  A: -1	B: 3	C: -4	D: 16	E: -10	F: -4	G: -2.4	H: -2	I: 15

(20) CCc1ccc(N2CC(C(=O)OCC(=O)Nc3cc(C)on3)CC2=O)cc1 (stereo not given)
  A: 0	B: 3	C: 0	D: 6	E: -8	F: -1	G: -0.4	H: 2	I: 7

(21) Cc1c(NC(=O)C(C)OC(=O)c2sc3ccccc3c2Cl)c(=O)n(-c2ccccc2)n1C (stereo not given)
  A: -4	B: -4	C: -3	D: -6	E: -2	F: 7	G: 1.7	H: 1	I: 11

(22) Cc1ccc(S(=O)(=O)CCC(=O)OCc2nnc(-c3ccccc3)o2)cc1
  A: 2	B: -9	C: -3	D: 17	E: 6	F: 6	G: 0.2	H: -5	I: 14

(23) Cc1ccc(S(=O)(=O)NCc2ccccn2)cc1C
  A: -4	B: -4	C: 1	D: -2	E: -7	F: 6	G: -1.3	H: 6	I: 3

(24) COc1cccc(-c2nc(Oc3cc(C)cc(C)c3)c3ccccc3n2)c1O
  A: 2	B: .	C: 0	D: 64*	E: 4	F: .	G: 1.1	H: .	I: 9

(25) COc1ccc(OC(C)C(=O)N2CCN(c3ccccn3)CC2)cc1 (stereo not given)
  A: -2	B: 0	C: -7	D: 15	E: -2	F: -15	G: 1.5	H: 2	I: 12

(26) O=C(O)[C@@H](O)c1ccccc1
  A: -7	B: -6	C: 2	D: 2	E: -1	F: 0	G: -0.4	H: 2	I: 1

(27) Cc1cccc(NS(=O)(=O)c2ccc(C(=O)NCC(C)(C)N3CCOCC3)cc2)c1C
  A: -3	B: 1	C: 0	D: 24	E: 8	F: 10	G: -1.2	H: 6	I: -22

Profiles, looked up by structure.
`Cc1ccc(S(=O)(=O)CCC(=O)OCc2nnc(-c3ccccc3)o2)cc1` as listed: UPR XBP1 act = 2; EBI2 antag = -9; APJ agonist = -3; Mdm2-MdmX inh = 17; APJ antagonist = 6; CCR6 antag = 6; CHOP UPR activ = 0.2; CXCR6 inh = -5; tim23-1 inh = 14
`CCN(c1ccccc1)S(=O)(=O)c1ccc(Cl)c(NC(=O)CSc2n[nH]c(N)n2)c1` as listed: UPR XBP1 act = -1; EBI2 antag = -2; APJ agonist = -4; Mdm2-MdmX inh = -15; APJ antagonist = 18; CCR6 antag = 10; CHOP UPR activ = -1.6; CXCR6 inh = 2; tim23-1 inh = 1

Part of the list above in another layout:
nr | SMILES | UPR XBP1 act | EBI2 antag | APJ agonist | Mdm2-MdmX inh | APJ antagonist | CCR6 antag | CHOP UPR activ | CXCR6 inh | tim23-1 inh
23 | Cc1ccc(S(=O)(=O)NCc2ccccn2)cc1C | -4 | -4 | 1 | -2 | -7 | 6 | -1.3 | 6 | 3
24 | COc1cccc(-c2nc(Oc3cc(C)cc(C)c3)c3ccccc3n2)c1O | 2 | . | 0 | 64* | 4 | . | 1.1 | . | 9
25 | COc1ccc(OC(C)C(=O)N2CCN(c3ccccn3)CC2)cc1 (stereo not given) | -2 | 0 | -7 | 15 | -2 | -15 | 1.5 | 2 | 12
26 | O=C(O)[C@@H](O)c1ccccc1 | -7 | -6 | 2 | 2 | -1 | 0 | -0.4 | 2 | 1
27 | Cc1cccc(NS(=O)(=O)c2ccc(C(=O)NCC(C)(C)N3CCOCC3)cc2)c1C | -3 | 1 | 0 | 24 | 8 | 10 | -1.2 | 6 | -22

Source: PubChem

A portion of the library; rates above refer to the full screens.
